Source: PubChem
Tau fibril ThT – tau fibrillization inhibition (ThT binding). P10636. recombinant tau K18 P301L, heparin-induced fibrillization, ThT fluorescence. Potency, µM (titrated, usually from 57.4 µM), for inactives: top-dose activity, negative = inhibition, actives largely listed as inhibitors. 2.1% of 270,000 active. AID 1460; note: % is set by controls: 0 for no effect and ±100 for the full control effect; nearly all actives have a fitted effect of over 55% in size
Target sequence (P10636 561-689 P618L limits assumed): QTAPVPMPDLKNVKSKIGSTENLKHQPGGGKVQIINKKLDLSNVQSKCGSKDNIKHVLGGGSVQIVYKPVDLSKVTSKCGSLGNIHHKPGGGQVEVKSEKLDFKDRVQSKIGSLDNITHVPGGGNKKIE
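K18 P301L tau (15 uM + 0.24 uM Alexa 594-tagged), heparin 20 uM, NaOAc pH 7, 6 h 37 C; ThT 30 uM, 1 h RT, ex 450/em 510 nm.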
Tau fluor counter – counter-screen for tau fibril formation inhibitors | tau K18 P301L Alexa594 fluorescence, heparin fibrillization | 0.93% of 280,000 active | Potency, µM (highest dose often 57.7 µM), for inactives: top-dose activity change, negative = decrease | AID 1463; note: % is set by controls: 0 for no effect and ±100 for the full control effect; nearly all actives have a fitted effect of over 55% in size
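Human tau K18 P301L (15 uM unlabeled, 0.24 uM Alexa 594-labeled) in 100 mM sodium acetate pH 7 with 20 uM heparin, 6 hr at 37 C. ThT 30 uM added, 1 hr ambient; Alexa 594 FP and total fluorescence read at 555/632 nm.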
GAA inhib – blocks human lysosomal alpha-glucosidase; Potency, µM (doses to about 76.9 µM), for inactives: top-dose activity change, negative = inhibition, usual class: inhibitors; 0.005% of 200,000 active; P10253; purified human GAA, 4-MU-alpha-glucoside fluorescence; AID 1466;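 note: plate controls were uninhibited enzyme wells for no effect and no-enzyme background for full effect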
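Compounds are titrated up to 77 uM against 4 nM human enzyme. Substrate 4-methylumbelliferyl-alpha-D-pyranoside (400 uM) reacts 20 min at room temperature in pH 5.0 buffer; liberated 4-methylumbelliferone is read at 440 nm.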
Tau FP inhib – tau fibrillization inhibition (FP) | K18 P301L tau heparin fibrillization, Alexa594 FP, 6 h | AID 1468 | Potency, µM (doses to about 57.7 µM), for the others: at the top dose activity, negative = inhibition, usual class: inhibitors | 0.39% of 280,000 active; note: % is set by controls: 0 for no effect and ±100 for the full control effect; nearly all actives have a fitted effect of over 55% in size
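Steps: dispense K18 P301L tau (15 uM plus 0.24 uM Alexa 594 tracer, final) in pH 7 sodium acetate; add compound; add heparin (20 uM final); incubate 6 hr, 37 C; add ThT (30 uM final); after 1 hr ambient, read FP.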
aGal spleen mod – inhibitors or activators of human alpha-galactosidase in spleen homogenate; P06280; human spleen homogenate, 4MU-alpha-Gal fluorescence, 40 min; Potency, µM (series often up to 80 µM), for inactives: top-dose activity change, negative = inhibition, most hits filed as inhibitors; 0.008% of 240,000 active;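 note: 0% = enzyme with vehicle and -100% = no enzyme basal signal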
Target sequence (P06280 32-429 limits assumed): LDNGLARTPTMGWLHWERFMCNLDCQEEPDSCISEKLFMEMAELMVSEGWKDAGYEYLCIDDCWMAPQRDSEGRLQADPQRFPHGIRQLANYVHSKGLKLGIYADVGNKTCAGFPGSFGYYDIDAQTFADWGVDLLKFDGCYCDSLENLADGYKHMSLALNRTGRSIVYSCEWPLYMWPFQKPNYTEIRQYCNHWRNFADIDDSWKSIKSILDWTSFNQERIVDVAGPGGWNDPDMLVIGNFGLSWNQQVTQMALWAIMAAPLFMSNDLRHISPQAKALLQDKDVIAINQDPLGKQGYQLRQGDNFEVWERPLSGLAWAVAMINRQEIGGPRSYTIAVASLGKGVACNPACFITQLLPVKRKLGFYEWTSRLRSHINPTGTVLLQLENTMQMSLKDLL
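Spleen homogenate 1 ug + cpd (titration) + 4-MU-alpha-D-galactopyranoside 1 mM; 37C 40 min; 50 mM citrate/phosphate pH 5.0, 0.01% Tween-20; stop pH 10; fluorescence 365/440; AC50 via Hill.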
aGlu spleen mod – inhibitors or activators of human alpha-glucosidase in spleen homogenate | P10253 | Potency, µM (top dose mostly 79.9 µM), inactives show at the top dose activity change, negative = inhibition, usual class: inhibitors | human spleen homogenate, 4-MU-alpha-glucoside fluorescence | 0.006% of 240,000 active;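 note: 0% = enzyme with vehicle and -100% = no enzyme basal signal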
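AC50 values come from Hill-equation fits of concentration-response data, normalized to no-enzyme and full-activity controls. Enzyme source: 1 ug human spleen homogenate; 1 mM fluorogenic 4-MU glucoside, pH 5.0 citrate buffer, 37 C, 40 min.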
GAA glycogen – inhibitors or activators of human alpha-glucosidase glycogen cleavage; Potency, µM (highest dose often 76.4 µM), without a hit: at the highest dose activity change, negative = inhibition, actives largely listed as inhibitors; recombinant GAA, glycogen substrate, Amplex Red glucose oxidase fluorescence; AID 2100; 0.38% of 300,000 active; P10253;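 note: 0% = full enzyme reaction and -100% = no-enzyme basal signal; the screen sought inhibitors and activators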
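Recombinant enzyme (4 nM final) with compounds titrated up to 77 uM and bovine liver glycogen (30 ug) in citrate pH 5.0, 0.01% Tween-20, 37 C 40 min. Released glucose detected by Amplex Red/glucose oxidase (Ex 573/Em 610); AC50 from Hill fits.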
HTT ATP protect – Huntington cell model cytoprotection by ATP luminescence. PC12 HTT-Q103 induced, cytoprotection, ATP luminescence, 40 h. Potency, µM (top dose mostly 56.4 µM), for the others: cytoprotection (ATP increase), hits mostly activators. 0.14% of 230,000 active. AID 1471;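 note: % of control where 0% means no effect; nearly all actives have a fitted effect of over 45% in size; toxic huntingtin expression switched on by the ecdysone agonist tebufenozide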
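Compounds added alongside 100 nM tebufenozide, which induces toxic Q103 huntingtin exon 1-GFP in stable PC12 cells; surviving cells quantified by luminescent ATP measurement. Medium: phenol red-free DMEM, 5% equine and 5% calf serum.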
An asterisk follows results filed as active; ? = inconclusive; nt = not tested or not shown; & = joins results of further samples; [ ] = dose if it differs, or a comment. Calls come from the whole dose curve; as a rule, active = well fitted curve in the direction sought with a large enough effect; inconclusive = small, poorly fitted or top-dose-only effect, or another doubt; inactive = no such curve, though single readings can be large; an effect the other way counts as inactive or inconclusive. Potency is the fitted concentration of half-maximal effect.

Each structure is followed by: Tau fibril ThT	Tau fluor counter	Tau FP inhib	GAA glycogen	GAA inhib	aGlu spleen mod	HTT ATP protect	aGal spleen mod
> Cc1ccc(NC(=O)CN2C(=O)S/C(=C\c3cc(C)n(-c4ccc(C(=O)O)cc4)c3C)C2=O)cc1
    ?	-3%	-5%	17%	-5%	-4%	-25%	-1%
> COc1ccc2oc(-c3ccccc3)c(C(N)=O)c2c1
    -9%	-1%	-5%	-6%	1%	17%	-17%	4%
> CCOC(=O)c1c(C)[nH]c(C(=O)COC(=O)/C=C/c2cccc(OC)c2OC)c1C
    5%	3%	-1%	9%	4%	-4%	-24%[10 µM]	3%
> CCC(=O)Nc1cccc(-c2cc3ccccc3oc2=O)c1
    7%	3%	0%	2%	7%	2%	-6%[10 µM]	-1%
> COc1cc(C(=O)NCc2nnc(SCC(=O)Nc3cc(C)cc(C)c3)o2)cc(OC)c1OC
    -12%	-8%	-2%	-7%	-5%	-1%	11%	10%
> CC(=O)CCn1cc([N+](=O)[O-])nc1C
    -13%	-14%	-1%	3%	nt	1%	-6%[10 µM]	-12%
> CCCCNC(=O)CSc1nc(O)c(Cc2ccc(OC)cc2)c(=O)[nH]1
    nt	-11%	1%	4%	nt	6%	11%[10 µM]	4%
> CC(C)CC(C(=O)NCc1ccc(F)cc1)N1Cc2ccccc2C1=O (stereo unspecified)
    4%	-1%	6%	13%[76.3 µM]	nt	nt	nt	nt
> Cc1ccc(S(=O)(=O)n2ccc3cccnc32)cc1
    2%	-4%	1%	0%	-16%	-4%	17%[10 µM]	0%
> O=C1OCC=C1NNC(=O)c1cccnc1
    -1%	5%	-1%	?	4%	-8%	3%	3%
> CC(C)(C)NC(=O)C(c1c[nH]c2ccccc12)N(C(=O)Cn1nnc(-c2ccc(Cl)cc2)n1)c1ccccc1F (stereo unspecified)
    9%	13%	4%	-1%	1%	1%	-43%[10 µM]	17%
> O=C1CNC(=O)N1CC(=O)N1CCCc2ccccc21
    0%	4%	1%	5%	3%	-1%	1%	-3%
> COc1cccc(C(=O)Nc2cccc(C(=O)NCC(C)C)c2)c1
    4%	-5%	-2%	0%	3%	-1%	-5%[10 µM]	1%
> COc1ccc(CN2CCN(c3ccccn3)CC2)cc1OCc1ccccc1
    -9%	-5%	2%	-10%	-1%	-11%	0%	1%
> Cn1ncc(C#N)c1NC(=O)c1nn2cccnc2c1Cl
    -15%	-3%	-1%	5%	-3%	-10%	13%[0.074 µM]	-12%
> COc1ccccc1OCC(=O)Nc1ccc(S(=O)(=O)NC(C)=O)cc1
    -5%	7%	-2%	-15%	-17%	-13%	-6%	1%
> CN(Cc1ccccc1)C(=O)c1nc(-c2ccc(Cl)cc2)n2c1CCCCC2
    2%	9%	8%	8%[76.3 µM]	nt	nt	nt	nt
> CN(C)CCCN(C(=O)c1ccc(S(=O)(=O)N(C)C)cc1)c1nc2ccc(F)cc2s1
    -7%	-7%	-3%	-1%	-8%	nt	-21%	0%
> O=C(NCC1CCCO1)c1cccnc1NCc1ccc(F)cc1 (stereo unspecified)
    1%	-9%	0%	15%	?	-3%	-10%[10 µM]	-8%
> CC1CCC/C(=N\NC(=O)Nc2ccccc2)C1 (stereo unspecified)
    6%	6%	1%	1%	6%	-8%	27%[10 µM]	-5%
> CC(C)(C)NC(=O)COC(=O)c1ccccc1OCC(=O)Nc1ccc(Br)cc1
    8%	1%	-2%	5%	6%	-2%	-35%[10 µM]	9%
> O=C(C1=C(O)C(=O)N(Cc2ccccc2)C1c1ccncc1)c1ccco1 (stereo unspecified)
    -8%	-2%	-3%	-1%	-8%	-7%	18%[10 µM]	-13%
> COc1ccc(CN2CCC(CO)(CCOc3ccccc3)CC2)c(OC)c1C
    -9%	-4%	4%	-4%	?	-2%	-13%[10 µM]	3%
> C#CCOC(=O)Nc1cnccc1C(F)(F)F
    8%	3%	-11%	9%	-8%	4%	13%[10 µM]	-3%
> CCC(=O)OC1(C#CCOc2ccc(OC)cc2)CCN(C)CC1
    -3%	4%	10%	-2%	-2%	-5%	-25%	8%
> CC(=O)N1CCC2(CC1)C/C(=N\NC(=S)Nc1ccccc1F)c1cc(O)ccc1O2
    ?	?	-5%	?	-5%	5%	?	8%
> CCN(c1cccc(C)c1)c1ncnc2nc[nH]c12
    -3%	-2%	-12%	1%	0%	-3%	0%[10 µM]	-2%
> c1coc(CSCc2cn3cccnc3n2)c1
    -10%	3%	-4%	3%	2%	2%	11%	6%
> CCSc1nc(O)c(C2OC(=O)c3c2ccc(OC)c3OC)c(=O)n1CC (stereo unspecified)
    ?	-8%	8%	6%	4%	6%	-10%	-2%
> C/C(=N\NC(=O)CSCc1ccc([N+](=O)[O-])cc1)c1cccc(Br)c1
    -9%	-19%	-10%	5%	-10%	-5%	30%[10 µM]	-23%

Arranged by formula weight (high to low): some entries from above
Each structure is followed by: Tau fibril ThT	Tau fluor counter	Tau FP inhib	GAA glycogen	GAA inhib	aGlu spleen mod	HTT ATP protect	aGal spleen mod
> CCOC(=O)c1c(C)[nH]c(C(=O)COC(=O)/C=C/c2cccc(OC)c2OC)c1C
    5%	3%	-1%	9%	4%	-4%	-24%[10 µM]	3%
> CN(Cc1ccccc1)C(=O)c1nc(-c2ccc(Cl)cc2)n2c1CCCCC2
    2%	9%	8%	8%[76.3 µM]	nt	nt	nt	nt
> CCSc1nc(O)c(C2OC(=O)c3c2ccc(OC)c3OC)c(=O)n1CC (stereo unspecified)
    ?	-8%	8%	6%	4%	6%	-10%	-2%
> O=C(NCC1CCCO1)c1cccnc1NCc1ccc(F)cc1 (stereo unspecified)
    1%	-9%	0%	15%	?	-3%	-10%[10 µM]	-8%

(continued)
Each structure is followed by: Tau fibril ThT	Tau fluor counter	Tau FP inhib	GAA glycogen	GAA inhib	aGlu spleen mod	HTT ATP protect	aGal spleen mod
> CCS(=O)(=O)N1CCCC(C(=O)NC2CCCCC2C)C1 (stereo unspecified)
    4%	2%	-5%	-6%	0%	-6%	2%	4%
> Cc1ccc(NC(=O)C(=O)NCC(c2cccnc2)N2CCOCC2)cc1Cl (stereo unspecified)
    ?	-14%	-9%	-22%[76.3 µM]	nt	nt	nt	nt
> O=C(O)Cc1c(C(=O)O)nnn1-c1ccc(Cl)cc1Cl
    -6%	-6%	-6%	5%	-6%	nt	-21%	1%
> O=C(Nn1c(C2CCC2)nc2ccccc2c1=O)c1cccs1
    1%	0%	6%	-6%	-1%	-1%	-8%	4%
> COc1ccc(CN(C(=O)c2cc(=O)c3cc(C)cc(C)c3o2)C2CCS(=O)(=O)C2)cc1 (stereo unspecified)
    -11%	-8%	6%	5%	nt	3%	-10%[10 µM]	4%
> CCC(=O)Nc1ccc(S(=O)(=O)Nc2cc(C)on2)cc1
    0%	8%	8%	10%	3%	-6%	-6%	-5%
> CCOC(=O)c1ccc2ncc(C(=O)OCC)c(NCCc3ccc(OC)c(OC)c3)c2c1
    ?	-16%	4%	4%[76.3 µM]	nt	nt	nt	nt
> COCCCNC(=O)c1c[nH]c2ccc(S(=O)(=O)N3CCC4(CC3)OCCO4)cc2c1=O
    4%	-4%	-6%	?	?	9%	-27%	4%
> CCOc1ccccc1NC(=O)N1CCCC1C(=O)Nc1nnc(CC)s1 (stereo unspecified)
    -13%	-11%	3%	6%	-6%	-14%	1%	0%
> O=C(CN1CCN(C(=O)c2c(F)cccc2F)CC1)Nc1ccccc1F
    -5%	0%	-2%	2%	-5%	-20%	8%	6%
> O=C(CSc1nn(-c2ccc(F)cc2)c(=S)s1)NC(=O)NCc1ccco1
    -5%	-30%	-21%	-3%	1%	-5%	-6%	-8%
> COc1ccc(/C(O)=C2/C(=O)C(=O)N(c3ncccn3)C2c2ccc(C(C)(C)C)cc2)cc1 (stereo unspecified)
    -11%	-2%	-10%	9%	-8%	-4%	-19%	-3%
> CCc1ccc(CNn2cnnc2SCC(=O)NC(C)(C)C)cc1
    -5%	-3%	2%	-7%	0%	-7%	-89%[inhibitor][10 µM]	2%
> Cc1ccc(N2CCN(C(=O)c3nn(C)c4c3CS(=O)(=O)c3ccccc3-4)CC2)c(C)c1
    6%	-18%	-10%	-5%&9%[76.3 µM]	nt	nt	nt	nt

Reformatted: results already given
| molecule | Tau fibril ThT | Tau fluor counter | Tau FP inhib | GAA glycogen | GAA inhib | aGlu spleen mod | HTT ATP protect | aGal spleen mod |
| --- | --- | --- | --- | --- | --- | --- | --- | --- |
| CCOC(=O)c1ccc2ncc(C(=O)OCC)c(NCCc3ccc(OC)c(OC)c3)c2c1 | ? | -16% | 4% | 4%[76.3 µM] | nt | nt | nt | nt |
| COCCCNC(=O)c1c[nH]c2ccc(S(=O)(=O)N3CCC4(CC3)OCCO4)cc2c1=O | 4% | -4% | -6% | ? | ? | 9% | -27% | 4% |
| CCOc1ccccc1NC(=O)N1CCCC1C(=O)Nc1nnc(CC)s1 (stereo unspecified) | -13% | -11% | 3% | 6% | -6% | -14% | 1% | 0% |
| O=C(CN1CCN(C(=O)c2c(F)cccc2F)CC1)Nc1ccccc1F | -5% | 0% | -2% | 2% | -5% | -20% | 8% | 6% |
